Screens (PubChem)
S100A4 MyoIIA – inhibitors of S100A4-myosin IIA peptide binding, primary screen, biochemical, fluorescence polarization, TAMRA-MyoIIA peptide; Protein S100-A4 (Homo sapiens), P26447; inhibition, % at 10.7 µM; actives 0.14% (n = 360,000); AID 652163, 2013;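 active means mean inhibition of at least 70% across replicates, with every replicate also reaching that level; inconclusive means mean inhibition reaches 70% but some replicates fall short; inactive means mean inhibition below 70%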
Target sequence (P26447 whole entry, looked up): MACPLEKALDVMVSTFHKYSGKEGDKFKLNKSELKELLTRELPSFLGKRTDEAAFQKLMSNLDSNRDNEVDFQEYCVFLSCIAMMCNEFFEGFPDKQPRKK
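incubation = readout 5 min after mixing, signal stable up to 60 min | system = S100A4 monomer protein | buffer or medium = HEPES pH 7.2 with CaCl2, KCl, NaCl, DTT, Triton | benchmarks = neutral control DMSO, positive control TFP | also added = fluorescent myosin IIA peptide, 5 nM | compound dosing = one concentration per compound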
E-sel inducer – E-selectin induction in HUVECs, primary screen, imaging, HUVEC, immunofluorescence imaging, single point | normalized: neutral wells 0, TNF-alpha wells 100 | activation, % at 7.58 µM | P16581 | actives 0.37% (n = 260,000);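 active means mean E-selectin-positive cell signal at least 10% of the positive control, reached in at least 60% of replicates, without over 20% cell loss; inconclusive means no rule given, readout overlaps actives, possibly toxicity-flagged; inactive means the rest, including those meeting only one limit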;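 further: in these data hits start at about 27%; measured in HUVEC primary endothelial cells; signal is the percent of cells scored E-selectin positive by PE staining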
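Assay system: HUVEC, human umbilical vein endothelial cells / Amount: 3,000 HUVEC/well / Controls: TNF-alpha positive control, DMSO neutral control / Compound dosing: single concentration / Medium: EGM-2 over gelatin coat / Evaluation: percent E-selectin-positive cells / Signal: immunofluorescence imaging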
PglD inh – C. jejuni PglD acetyltransferase inhibitors, primary screen, biochemical, DTNB colorimetric, single point; UDP-N-acetylbacillosamine N-acetyltransferase PglD (Campylobacter jejuni); purified PglD enzyme, DTNB colorimetric CoA detection; inhibition, % at 12.5 µM; actives 0.098% (n = 360,000); in the data active means inhibition above about 16%, passing the limit was not always enough; inconclusive means no clear call, values can overlap the other calls; further: strong numbers were not always called active
DENV2 CPE – inhibitors of DENV2 cytopathic effect, primary screen, cell-based, plate reader, single concentration; DENV2-infected cells, cytopathic effect rescue; CPE inhibition, % at 9.99 µM; actives 1.7% (n = 350,000); AID 651640, 2012; in the data active means CPE inhibition above about 20%, passing the limit was not always enough; inconclusive means no clear call, values can overlap the other calls; tested in BHK-21 cells;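 further: 0% = median of neutral control wells and 100% = median of positive control wells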
ERp5 block – inhibitors of ERp5-driven insulin aggregation, primary screen, biochemical, turbidity, absorbance 650 nm, single point. Protein disulfide-isomerase A6 (Homo sapiens), Q15084. 90 min. inhibition, % at 9.99 µM. actives 0.05% (n = 350,000);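 active means mean replicate inhibition above about 25%, with every replicate also reaching it, limit read from the data, passing the limit was not always enough; inconclusive means only one of those two criteria met; inactive means neither criterion met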
Target sequence (Q15084 whole entry, looked up): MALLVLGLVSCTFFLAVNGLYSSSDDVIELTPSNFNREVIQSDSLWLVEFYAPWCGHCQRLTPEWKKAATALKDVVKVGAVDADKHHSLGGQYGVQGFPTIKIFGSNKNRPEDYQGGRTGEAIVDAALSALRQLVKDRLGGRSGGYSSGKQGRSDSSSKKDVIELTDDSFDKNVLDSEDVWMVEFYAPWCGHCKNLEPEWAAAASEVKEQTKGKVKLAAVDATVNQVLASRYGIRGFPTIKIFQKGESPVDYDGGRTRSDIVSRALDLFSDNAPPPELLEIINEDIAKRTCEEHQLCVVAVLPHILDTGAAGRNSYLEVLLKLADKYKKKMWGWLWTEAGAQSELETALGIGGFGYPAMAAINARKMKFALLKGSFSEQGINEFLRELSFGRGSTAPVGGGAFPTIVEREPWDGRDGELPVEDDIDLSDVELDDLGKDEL
Statin myotox sup – suppressors of statin myotoxicity in C2C12 myotubes, primary screen, cell-based, single point, plate reader; C2C12 myotubes + simvastatin, ATP luminescence, 48 h; scaled: DMSO 0, geranylgeraniol control 100; rescue of ATP level, % at 7.49 µM; actives 0.78% (n = 330,000); AID 602340, 2012;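 active means mean ATP rescue above about 67%, or every replicate alone reaching that limit, limit read from the data, passing the limit was not always enough; inconclusive means no clear call, values can overlap the other calls; inactive means mean under the limit and some replicate under it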;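 further: myotubes were challenged with 10 µM simvastatin during compound exposure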
SIRT5 inh – SIRT5 desuccinylase inhibitors, primary screen, biochemical, fluorescence imaging, single point, set 5 | NAD-dependent protein deacylase sirtuin-5, mitochondrial (Homo sapiens), Q9NXA8 | Purified SirT5, succinyl-peptide AMC, trypsin-coupled fluorescence | inhibition, % at 15 µM | actives 1.1% (n = 330,000) | AID 652115, 2013; in the data active means inhibition above about 15%; inconclusive means no clear call, values can overlap the other calls
Target sequence (Q9NXA8 whole entry, looked up): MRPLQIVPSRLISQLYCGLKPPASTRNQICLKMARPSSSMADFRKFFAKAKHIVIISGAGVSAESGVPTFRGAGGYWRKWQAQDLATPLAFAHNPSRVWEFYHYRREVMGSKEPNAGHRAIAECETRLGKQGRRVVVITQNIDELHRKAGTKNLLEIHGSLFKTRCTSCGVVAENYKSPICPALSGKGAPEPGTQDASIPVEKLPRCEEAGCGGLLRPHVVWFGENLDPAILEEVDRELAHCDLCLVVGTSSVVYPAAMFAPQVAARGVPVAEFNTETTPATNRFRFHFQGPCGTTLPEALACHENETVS
An asterisk follows results filed as active; ? = inconclusive; · = no result given; & = joins results of further samples. A portion of the library; the hit share may differ from the screen's.

SMILES | S100A4 MyoIIA | E-sel inducer | PglD inh | DENV2 CPE | ERp5 block | Statin myotox sup | SIRT5 inh
Cc1cc(C(=O)Nc2cccc3c2O[C@@H](CN(C)Cc2ccncc2)[C@H](C)CN([C@@H](C)CO)C3=O)n(C)n1 | -6 | · | 7 | -5 | 3 | 2 | 0
CCCCNC(=O)COC(=O)c1cc(Br)ccc1Cl | -3 | · | · | -14 | 5 | -3 | -1
C[C@@H]1CCCCO[C@@H](CN(C)C)[C@@H](C)CN([C@@H](C)CO)C(=O)c2cc(NS(=O)(=O)c3cccs3)ccc2O1 | -4 | -0.3 | 2 | 16 | -7 | · | -2
COc1cccc(NC(=O)N[C@H]2CC[C@@H](CC(=O)Nc3ccccc3)O[C@H]2CO)c1 | 3 | 0.2 | 1 | -2 | 4 | -1 | 3
CN(CC(=O)Nc1ccc(Cl)c(C(F)(F)F)c1)C(=O)/C=C/c1cccs1 | 1 | 0.2 | -6 | -4 | -1 | 9 | -2
CCOc1ccc(CCNC(=O)c2sc3nc4n(c(=O)c3c2C)CCC4)cc1 | -8 | · | 5 | 0 | -15 | -4 | -3
Cc1cc(CN2CCCC(C(=O)Nc3ccc(-c4nc5ccccc5[nH]4)cc3)C2)n[nH]1 (centres undefined) | -9 | -0.1 | 7 | 3 | -1 | -10 | 2
O=C(C1CCC1)N1CC[C@@H]2[C@H]1c1cc(-c3cccc(F)c3)ccc1N[C@@H]2CO | · | 0.0 | -2 | · | · | -18 | ·
C[C@H](CO)N1C[C@H](C)[C@H](CN(C)C(=O)c2ccncc2)Oc2cc(C#CC3CC3)ccc2S1(=O)=O | 35 | 0.2 | -2 | -5 | -2 | 1 | 2
Cc1ccc(C(=O)NC(C)(COc2nonc2C)COc2nonc2C)cc1 | -3 | · | -2 | · | 7 | 3 | ·
Cc1ccc(C(=O)O)cc1NC(=S)NC(=O)c1ccc(COc2ccccc2)cc1 | -10 | -0.3 | 2 | -9 | 6 | 16 | 3
Cc1ccc(CC(C(=O)O)C(C)C(=O)Nc2ccc(F)cc2)cc1 (centres undefined) | 2 | · | -13 | -1 | 1 | -2 | -2
CCN(CC)C(=O)C1=C(C)N(CCC2=CCCCC2)C(=O)C(CC(=O)NCC2CCCCC2)C1 (centres undefined) | -5 | 0.0 | -1 | -2 | -1 | -3 | 0
Cc1cc(Br)c2c(c1)C(O)(N1CCCCC1C)C(=O)N2 (centres undefined) | -23 | · | · | · | -3 | 3 | 1
CC1CCCCC12NC(=O)N(CC(=O)NCc1ccc3c(c1)OCO3)C2=O (centres undefined) | 1 | -0.1 | · | -7 | -5 | · | -4
COc1ccc2[nH]c3c(=O)n(/N=C/c4ccc(OC)c(CN5CCCC5)c4)c(C)nc3c2c1 | -1 | -0.2 | 1 | 5 | 1 | 1 | 2
Nc1ccc(Nc2ccncc2)cc1 | -2 | · | 3 | -3 | 6 | · | -1
CC(=O)C[C@@H](O)CC(=O)[C@H]1OC(=O)CCCCCc2ccccc21 | 3 | 0.1 | 4 | -3 | 1 | 8 | 1
C[C@H]1CN([C@@H](C)CO)S(=O)(=O)c2ccc(Br)cc2O[C@H]1CN(C)C(=O)c1cccc(F)c1 | 1&11 | 0.0&-0.2 | -1&-1 | -9&-8 | 2&2 | -1&11 | -3&1
Cc1ccc(C(=O)Nc2ccc(O)c(C(=O)O)c2)o1 | 2 | · | -3 | · | 8 | · | -2
O=C(Sc1n[nH]c(=O)[nH]c1=O)c1ccccc1 | -2 | · | · | -11 | -1 | 5 | -1
O=C(Nc1cccc([N+](=O)[O-])c1)C1COc2ccccc2O1 (centres undefined) | 1 | 0.2 | -3 | -4 | -2 | 12 | 0
Clc1cccc(-c2ccc(/C=N/n3cnnc3)o2)c1Cl | 3 | · | 7 | · | 0 | 4 | 2
COc1cc(S(=O)(=O)n2cnc3ccccc32)ccc1Br | 0 | 0.2 | -4 | 18 | 1 | 2 | -2
CCOc1ccc(-c2csc(NC(=O)c3cccc(N4C(=O)CCC4=O)c3)n2)cc1 | -2 | -0.1 | -1 | 1 | 4 | -8 | -1
Cn1nc(C(=O)Nc2ccc(Cl)c(S(=O)(=O)N3CCOCC3)c2)c2ccccc2c1=O | -7 | 0.0 | 1 | -4 | 0 | -1 | -4
O=C1OC(Nc2nc(-c3ccc(F)cc3)cs2)c2ccccc21 (centres undefined) | 18 | -0.4 | 8 | -1 | 0 | 12 | 0
Cc1cc(C(=O)C(C(c2ccccc2)N2CCOCC2)N2CCOCC2)ccc1Cl (centres undefined) | -6 | 3.9 | · | -3 | -2 | -12 | -2
CCOC(=O)c1c(NC(=O)c2ccc(N3C(=O)[C@@H]4[C@H](C3=O)[C@H]3C=C[C@@H]4C3)cc2)sc2c1CCCC2 | -4 | · | 1 | 0 | 6 | 16 | -4
CCN(CC)CCCNC(=O)Cn1cnc2sc(C)c(S(=O)(=O)N3CCC(C)CC3)c2c1=O | 4 | · | -3 | -3 | 3 | 11 | -4
O=C(NNC(=S)NC(=O)c1ccccc1)c1cccc([N+](=O)[O-])c1 | -5 | 0.0 | -5 | -4 | -7 | -13 | -8
CCCCN(C)C(=O)c1cccc(OC2CCN(CC(C)(C)C)CC2)c1 | 1 | 0.9 | 0 | 8 | -6 | -9 | -6
O=C(Cc1nnc(NC(=O)c2ccccc2)s1)N/N=C/c1cccc(O)c1 | 3 | · | -1 | -2 | 3 | 11 | 7
Cc1ccc2nc(N3CCN(C(=O)c4ccco4)CC3)c3nncn3c2c1 | -4 | 0.8 | 5 | 6 | · | -8 | -4
CN1CCc2c1nc1ccccc1c2N=C1CCCN1Cc1ccccc1 | -2 | 2.6 | · | -5 | -1 | · | -2
N/C(=N\OC(=O)CCCOc1ccccc1)c1ccncc1 | -2 | · | · | -1 | -13 | · | 0
CCN(CC(=O)Nc1c(F)cccc1F)C(=O)C1CCC1 | 7 | -0.3 | 7 | 13 | -2 | 4 | 2
O=C(COC(=O)CSc1ccc([N+](=O)[O-])cc1)NCCC1=CCCCC1 | 7 | -1.6 | -3 | 2 | 9 | 0 | 11
COc1ccc(CNC(=O)c2sc(=O)n(Cc3ccccc3C)c2C)cc1 | 11 | · | 7 | ? | 13 | 7 | ·
CC(C(=O)Nc1ccc(C#N)cc1)N(C)CC(=O)Nc1cccc(F)c1 (centres undefined) | -2 | · | -6 | -3 | 7 | 10 | -3

In a second layout: seven of the compounds above
Values run as follows: S100A4 MyoIIA, E-sel inducer, PglD inh, DENV2 CPE, ERp5 block, Statin myotox sup, SIRT5 inh
Clc1cccc(-c2ccc(/C=N/n3cnnc3)o2)c1Cl
  3, ·, 7, ·, 0, 4, 2
COc1cc(S(=O)(=O)n2cnc3ccccc32)ccc1Br
  0, 0.2, -4, 18, 1, 2, -2
CCOc1ccc(-c2csc(NC(=O)c3cccc(N4C(=O)CCC4=O)c3)n2)cc1
  -2, -0.1, -1, 1, 4, -8, -1
Cn1nc(C(=O)Nc2ccc(Cl)c(S(=O)(=O)N3CCOCC3)c2)c2ccccc2c1=O
  -7, 0.0, 1, -4, 0, -1, -4
O=C1OC(Nc2nc(-c3ccc(F)cc3)cs2)c2ccccc21 (centres undefined)
  18, -0.4, 8, -1, 0, 12, 0
Cc1cc(C(=O)C(C(c2ccccc2)N2CCOCC2)N2CCOCC2)ccc1Cl (centres undefined)
  -6, 3.9, ·, -3, -2, -12, -2
CCOC(=O)c1c(NC(=O)c2ccc(N3C(=O)[C@@H]4[C@H](C3=O)[C@H]3C=C[C@@H]4C3)cc2)sc2c1CCCC2
  -4, ·, 1, 0, 6, 16, -4

The list continues.
SMILES | S100A4 MyoIIA | E-sel inducer | PglD inh | DENV2 CPE | ERp5 block | Statin myotox sup | SIRT5 inh
CCC(C(=O)Nc1ccc(S(=O)(=O)N2CCN(C)CC2)cc1)c1ccccc1 (centres undefined) | -2 | -0.8 | -3 | -7 | 3 | -9 | -2
COc1ccc(NC(=O)Nc2ccc3c(c2)C(=O)N([C@@H](C)CO)C[C@H](C)[C@H](CN(C)S(=O)(=O)c2cccs2)O3)cc1 | -6 | 0.3 | -1 | 2 | -1 | · | 1
CCCCC(O)(CCCC)C(=O)N/N=C(\C)c1ccc(Cl)cc1 | -1 | 0.0 | 8 | ? | 0 | -15 | -1
CCOC(=O)N/N=C(\C)c1ccc(Oc2ncccn2)cc1 | 2 | -0.4 | -2 | -6 | -2 | 0 | -3
CCOCCCNC(=O)c1cc(=O)n(Cc2cccc(C)c2)c2ccccc12 | -3 | 3.6 | · | · | 0 | · | 2
C/C(=N\NC(=O)Cc1ccc(Br)cc1)c1cccnc1 | -1 | -0.4 | -1 | 10 | 0 | -2 | -2
O=C(Cc1cccc2ccccc12)N/N=C/c1ccc2cccc(O)c2n1 | -3 | -2.3 | 3 | 1 | 7 | -16 | 3
C[C@@H]1CN([C@H](C)CO)C(=O)c2cc(NC(=O)Nc3ccc4c(c3)OCO4)ccc2O[C@H]1CN(C)C(=O)Nc1ccc(C(F)(F)F)cc1 | -12 | 0.1 | 1 | 5 | -8 | 6 | -2
COCCN(C(=O)COC(=O)CCOc1ccccc1C)c1c(N)n(Cc2ccccc2)c(=O)[nH]c1=O | -2 | · | 2 | -8 | -2 | 2 | -2
Cc1sc2ncnc(N3CCC(C(=O)Nc4ccc(Cl)c(Cl)c4)CC3)c2c1C | -5 | 0.7 | 5 | -10 | 4 | -100 | -2
CC(C)(C)CN1CCN(Cc2c[nH]c3ccccc23)CC1CCO (centres undefined) | 7 | · | -12 | -3 | -6 | -6 | -7
OC(CCN1CCCC1)(c1ccccc1)C1CCCCC1 (centres undefined) | -7 | -0.1 | -2 | -6 | 2 | 0 | 0
Cc1noc(C)c1S(=O)(=O)Nc1ccc2c(c1)C(=O)N([C@H](C)CO)C[C@@H](C)[C@@H](CN(C)S(C)(=O)=O)O2 | 9 | -2.9 | -3 | -4 | 11 | · | -5
O=C(CSc1nc(=O)n2ccccc2n1)NCCc1ccccc1 | 1 | · | -5 | -13 | 4 | 4 | 1
CC(C)NC(=O)COC(=O)c1ccccc1C(=O)c1ccccc1 | -2 | · | · | 1 | 8 | · | -12
CN(CC(=O)Nc1ccc(F)cc1)C(=O)C1CCN(C(=O)Nc2ccccc2)CC1 | -4 | -0.3 | -7 | · | 1 | -1 | 2
CC(C)=CCN1CCN(Cc2cnc(N3CCCC3)s2)CC1CCO (centres undefined) | -20 | 4.4 | · | 2 | 3 | · | -1
CCc1nnc(NC(=O)c2ccc3c(=O)n4c(nc3c2)CCCCC4)s1 | 0 | 1.4 | 4 | · | 2 | -1 | -5
CN(C)c1ccc2c(=O)c3ccccc3oc2n1 | 13 | -0.1 | · | -4 | 10 | · | 0
C[C@H](CO)N1C[C@H](C)[C@H](CN(C)C(=O)Nc2ccc3c(c2)OCO3)Oc2ccc(NC(=O)Nc3ccc(C(F)(F)F)cc3)cc2C1=O | -5 | 0.7 | 1 | 0 | -2 | 54 | 15*
CCCNC(=O)N1C[C@@H]2[C@H](c3ccccc31)[C@@H](CO)N2C(=O)CN1CCOCC1 | 8 | 0.3 | 0 | 9 | 2 | 18 | -5
CC1CC(=O)NN1C(=O)c1ccccc1 (centres undefined) | -4 | 3.0 | · | -3 | -1 | -5 | 0
